From PubChem BioAssay
DNMT1 inh = inhibitors of human DNMT1; DNMT1 molecular beacon, Hinp1I cleavage, fluorescence; P26358; inhibition (reported as % activation of signal), % at 10 µM; hit rate 0.83% among 360,000; in the data active means inhibition above about 50%
Scp1 inh = Scp-1 (human) phosphatase inhibition | Recombinant Scp1, phosphopeptide, malachite green phosphate absorbance | inhibition, % at 20 µM | hit rate 0.88% among 340,000 | AID 493091;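 active means inhibition above about 50% at 20 µM, limit read from the data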;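 further: plate controls were DMSO wells with enzyme for no effect and wells lacking enzyme for full effect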
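System: SCP-1 catalytic domain; Reagent: Phospho 17-mer peptide substrate; Doses: one concentration, 20 µM, with 1.0% DMSO; Incubation: 45 min room-temperature reaction, 5 min colour, 30 min stabiliser; Signal: Phosphate-binding colour reagent, absorbance read at 630 nm.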
Tb MetRS inh = blocks T. brucei methionyl-tRNA synthetase activity; purified T. brucei MetRS, ATP depletion, Kinase-Glo luminescence; inhibition, % at 11.9 µM; hit rate 0.4% among 360,000; AID 624268;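 active means inhibition above a per-plate cutoff of the control wells' mean inhibition plus 3 SD, cut at about 5.5% in these data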;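 further: 0% = DMSO wells median and 100% = median of wells with control inhibitor compound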
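Material: T. brucei methionyl-tRNA synthetase, purified; reagent: substrates ATP, L-methionine and bulk Escherichia coli tRNA; dosing: 11.9 µM single point; timing: 15 min plus 2 h at 25 °C; detection: luminescence of leftover ATP; evaluation: % inhibition; control set: DMSO-only wells as low control; replicates: singlicate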
MsrA inhibitor = inhibitors of bovine MsrA; purified bovine MsrA, absorbance read-out; inhibition, % at 15.5 µM; hit rate 0.75% among 360,000; AID 651718; in the data active means inhibition above about 4.5%;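 further: 0% = vehicle wells with enzyme and 100% = reference inhibitor wells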
eLon inh = inhibits E. coli Lon protease; P0A9M0; purified E. coli Lon protease, fluorescence polarization; inhibition, % at 7.94 µM; hit rate 0.42% among 360,000; in the data active means inhibition above about 13%, passing the limit was not always enough;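 further: 0% = enzyme with probe and DMSO and 100% = no enzyme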
Target sequence (P0A9M0 whole entry, looked up): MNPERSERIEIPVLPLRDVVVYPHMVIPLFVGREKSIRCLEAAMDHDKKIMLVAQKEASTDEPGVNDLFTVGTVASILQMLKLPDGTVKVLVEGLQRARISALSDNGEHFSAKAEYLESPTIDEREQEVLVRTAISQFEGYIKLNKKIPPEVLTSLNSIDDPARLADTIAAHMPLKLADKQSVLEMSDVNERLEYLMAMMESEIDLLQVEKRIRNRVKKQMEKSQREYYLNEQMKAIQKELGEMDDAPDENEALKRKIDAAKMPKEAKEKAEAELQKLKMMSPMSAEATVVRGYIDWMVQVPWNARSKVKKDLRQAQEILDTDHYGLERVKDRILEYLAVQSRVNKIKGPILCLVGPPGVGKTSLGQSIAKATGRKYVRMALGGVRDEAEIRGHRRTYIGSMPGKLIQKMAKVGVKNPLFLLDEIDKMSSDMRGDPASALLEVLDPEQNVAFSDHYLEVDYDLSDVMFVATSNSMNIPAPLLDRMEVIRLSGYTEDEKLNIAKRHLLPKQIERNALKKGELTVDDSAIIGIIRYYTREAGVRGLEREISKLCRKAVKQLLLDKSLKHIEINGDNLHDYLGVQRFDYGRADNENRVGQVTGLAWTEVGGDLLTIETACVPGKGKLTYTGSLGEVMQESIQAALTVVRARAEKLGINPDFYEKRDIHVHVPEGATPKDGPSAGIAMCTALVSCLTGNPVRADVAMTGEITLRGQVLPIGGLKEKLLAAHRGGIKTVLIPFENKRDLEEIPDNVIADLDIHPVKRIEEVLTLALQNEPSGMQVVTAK
NRP1-CendR mod = modulators of CendR peptide binding to human neuropilin-1; O14786; AID 602438; FAM-RPARPAR peptide binding to NRP-1, fluorescence polarization; inhibition, % at 25 µM; hit rate 0.85% among 360,000;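 active means inhibition or corrected inhibition above about 18%, plus a signal ratio from 0.5 to 1.5, limit read from the data, passing the limit was not always enough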; further: strong numbers were not always called active
LMPTP inh = LMPTP (human) inhibition; AID 651560; hit rate 0.22% among 360,000; inhibition, % at 20 µM; recombinant LMPTP-A, OMFP fluorogenic substrate, fluorescence intensity; P24666;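 active means compounds that cut the enzyme signal by at least half of the control window in the single-dose screen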;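 further: plate controls were DMSO wells with enzyme plus substrate for no effect and substrate without enzyme for full effect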
Target sequence (P24666 whole entry, looked up): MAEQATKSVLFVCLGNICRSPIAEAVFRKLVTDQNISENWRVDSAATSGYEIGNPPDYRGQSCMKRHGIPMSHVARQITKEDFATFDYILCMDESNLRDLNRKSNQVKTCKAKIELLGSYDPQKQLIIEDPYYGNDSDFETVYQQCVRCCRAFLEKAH
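Test system: LMPTP-A phosphatase enzyme. Amount: LMPTP-A at 0.625 nM final in the reaction. Reagent: OMFP substrate, 400 µM final. Times: 50 min at room temperature. Signal: endpoint fluorescence intensity from OMFP dephosphorylation. Read-out basis: % inhibition. Benchmarks: no-enzyme and uninhibited controls.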
STEP inh = blocks human striatal-enriched tyrosine phosphatase; P54829; recombinant STEP, OMFP fluorogenic substrate, fluorescence; inhibition, % at 20 µM; hit rate 0.25% among 360,000;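 active means inhibition at 20 µM, scaled per plate between control wells, above about 37%, limit read from the data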;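 further: 0% = DMSO with enzyme and substrate and 100% = substrate only without enzyme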
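Material: STEP (striatal-enriched tyrosine phosphatase) enzyme, cell-free | Medium: 50 mM Bis-Tris pH 6.0 with 2.5 mM DTT and 0.005% Tween 20 | Read-out: Percent inhibition scaled to no-enzyme and uninhibited-enzyme controls, plate-pattern corrected | Signal: Fluorescence read at 480 nm ex / 540 nm em | Times: 20 min reaction, room temperature, in the dark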
MsrA act = activates bovine MsrA enzyme | purified bovine MsrA, absorbance read-out | activation, % at 10.6 µM | hit rate 0.3% among 360,000 | AID 602163; in the data active means activation above about 7.5%;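 further: 0% = vehicle and 100% = reference activator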
SUMO1-SIM PPI = SUMO1-SIM interaction modulation | SUMO1 binding to a labelled peptide, TR-FRET, 1 h | P63165 | hit rate 0.33% among 360,000 | AID 602429 | inhibition, % at 20 µM; in the data active means inhibition above about 37%
* hit, by the source's call; nt = no result given.

A first look (nine entries):
SMILES	DNMT1 inh	Scp1 inh	Tb MetRS inh	MsrA inhibitor	eLon inh	NRP1-CendR mod	LMPTP inh	STEP inh	MsrA act	SUMO1-SIM PPI
Cc1ccc(C)c(CS(=O)(=O)c2cn(CC(=O)N3CCCCC3)c3ccccc23)c1	2	-34	-0.1	-0.5	-2	-10	-3.4	-2	1	3
O=C(CC1CCCCC1)N1CCN(c2ccccn2)CC1	3	-5	-0.7	1.2	-5	2	0.8	2	-8	-4
O=C(CSc1ccccn1)N1CCN(c2ccccc2)CC1	3	-6	-0.8	nt	0	-17	-0.4	2	-6	-5
CCOc1ccc(C(=O)Cc2ccccc2)cc1	-1	-10	-0.5	0.2	-9	3	-0.6	0	-1	-4
CCOC(=O)c1cc(CC)sc1/N=C/C1=C(O)CCCC1=O	0	-11	-0.5	2.0	-1	-10	-0.1	2	-4	-5
COCCNCCCOc1ccc(C)cc1Br	1	-3	-0.4	1.6	1	-7	-1.8	3	-6	-1
CC1C(=O)N(Cc2cn(CC3CCCCC3)nn2)CCS(=O)(=O)N1Cc1ccc(-c2ccc(F)nc2)cc1 (stereo not drawn)	6	nt	-0.7	-0.4	-4	8	-0.9	-4	-2	-2
O=C(c1cccc(C(F)(F)F)c1)C1CCCN(C(=O)CCCN2CCCC2=O)C1 (stereo not drawn)	11	-4	-0.3	-0.1	-3	-1	-0.8	1	0	2
CCOc1ccc(N(CC(=O)NCCSCc2ccc(Cl)cc2)S(C)(=O)=O)cc1	-1	-2	-0.2	-0.6	-9	4	1.0	-1	-5	-2

The list itself, from the first entry:
SMILES	DNMT1 inh	Scp1 inh	Tb MetRS inh	MsrA inhibitor	eLon inh	NRP1-CendR mod	LMPTP inh	STEP inh	MsrA act	SUMO1-SIM PPI
Cc1ccc(C)c(CS(=O)(=O)c2cn(CC(=O)N3CCCCC3)c3ccccc23)c1	2	-34	-0.1	-0.5	-2	-10	-3.4	-2	1	3
O=C(CC1CCCCC1)N1CCN(c2ccccn2)CC1	3	-5	-0.7	1.2	-5	2	0.8	2	-8	-4
O=C(CSc1ccccn1)N1CCN(c2ccccc2)CC1	3	-6	-0.8	nt	0	-17	-0.4	2	-6	-5
CCOc1ccc(C(=O)Cc2ccccc2)cc1	-1	-10	-0.5	0.2	-9	3	-0.6	0	-1	-4
CCOC(=O)c1cc(CC)sc1/N=C/C1=C(O)CCCC1=O	0	-11	-0.5	2.0	-1	-10	-0.1	2	-4	-5
COCCNCCCOc1ccc(C)cc1Br	1	-3	-0.4	1.6	1	-7	-1.8	3	-6	-1
CC1C(=O)N(Cc2cn(CC3CCCCC3)nn2)CCS(=O)(=O)N1Cc1ccc(-c2ccc(F)nc2)cc1 (stereo not drawn)	6	nt	-0.7	-0.4	-4	8	-0.9	-4	-2	-2
O=C(c1cccc(C(F)(F)F)c1)C1CCCN(C(=O)CCCN2CCCC2=O)C1 (stereo not drawn)	11	-4	-0.3	-0.1	-3	-1	-0.8	1	0	2
CCOc1ccc(N(CC(=O)NCCSCc2ccc(Cl)cc2)S(C)(=O)=O)cc1	-1	-2	-0.2	-0.6	-9	4	1.0	-1	-5	-2
Cc1ccc(S(=O)(=O)N2CCN(c3nc(CN4CCCC4)nc4sc(C)c(C)c34)CC2)cc1	21	-2	-0.1	0.9	-16	-12	12	1	-2	-20
Cc1csc(SCC(=O)Nc2ccc(C)c(F)c2)n1	2	2	-0.2	0.2	-12	9	0.0	-2	-4	-1
O=C(Cn1cnc2ccccc21)OCC(=O)N1CCc2ccccc2C1	37	-2	-1.0	-0.3	-9	6	0.9	-1	-10	-1
O=S(=O)(c1ccccc1)c1nc(-c2ccccc2F)oc1NCc1cccnc1	21	-4	-1.8	1.3	-15	10	-0.8	1	-10	4
CCCN(CCC)C(=O)Nc1ccc(F)cc1F	1	-4	-0.7	-0.9	-5	-2	-1.1	-1	-3	-3
COc1ccc(-c2cc(-c3nnc(COC(=O)C4CC4C)o3)c3ccccc3n2)cc1OC (stereo not drawn)	-20	-2	-0.5	1.4	-11	-13	5.5	8	-8	-11
Cc1cc(/C=N/NC(=O)COc2cccc3cccnc23)c(C)n1-c1ccc(O)cc1	9	-7	-0.6	0.4	0	-4	-1.6	-1	2	4
Cc1cnc(NC(=O)CSc2nc3ccccc3s2)s1	-4	-8	0.3	-0.3	1	-6	-0.4	-2	0	3
CN(C)CCCNC(=O)c1ccc(CN(c2ccccc2)S(C)(=O)=O)cc1	0	-10	-0.3	-0.7	0	2	-2.3	-3	-3	-1
CCN(CC)CCCNC(=O)C1CCC(CNS(=O)(=O)c2ccc(Cl)cc2)CC1 (stereo not drawn)	-1	-4	-0.4	1.7	-4	-1	-1.8	-4	1	-2
COc1cccc(NC(=O)CN(C)C(=O)c2ccccc2CCc2ccccc2)c1	1	-8	-0.1	-1.0	-13	-1	1.4	2	-2	-5
CN(C)CCOc1nc(-c2ccccc2)nc2c1oc1ccccc12	65*	3	0.3	-0.6	-1	9	-5.3	-6	2	0
FC(F)C(F)(F)C1=CC(c2cccs2)=NCCN1	-1	-10	0.3	3.6	-1	2	0.5	-2	-4	-5
CC(=O)N1CCc2cc(S(=O)(=O)NC(C(=O)NC3CCCc4ccccc43)C(C)C)ccc21 (stereo not drawn)	4	3	0.0	-1.9	-8	-5	-0.7	-1	-1	16
CCOC(=O)C1=CN(Cc2ccco2)S(=O)(=O)N(C)C1c1cccc(OC)c1 (stereo not drawn)	2	4	0.5	-0.5	-3	-2	0.3	2	-3	6
Cc1cccc(C)c1OCCNC(=O)CCC(=O)c1ccccc1	10	-8	0.9	-0.4	-5	-4	-2.3	-1	0	-1
COc1cc(/C=C2/SC(=O)N(CC(=O)N3CCCC3)C2=O)ccc1Oc1ccc([N+](=O)[O-])cn1	-1	-5	-0.3	0.8	2	-11	0.0	1	-7	-34
O=C1CCC(=O)N1c1ccc(CSc2nc3ccccc3[nH]2)cc1	2	-6	-0.1	1.3	-1	5	-0.2	16	-1	6
Cc1ccc(S(=O)(=O)N2CCCCC2)cc1C(=O)N(C)CC(=O)Nc1cccc(F)c1	2	-1	-0.6	-1.1	-6	-3	1.4	3	-8	-2
O=C(COC(=O)CNC(=O)c1ccc(Cl)c([N+](=O)[O-])c1)NC(=O)c1ccccc1	2	-8	0.7	0.6	-7	-4	0.7	-1	-6	-20
O=C(Nc1ccc(NC(=O)c2ccc(Cl)c(S(=O)(=O)N3CCOCC3)c2)cc1)c1ccccc1	-4	0	0.1	0.1	-5	4	-0.5	1	-2	-2
Cc1cc(C)n2nc(C(F)(F)F)c(-c3ccccc3)c2n1	5	1	0.5	4.8*	4	-13	2.5	0	-1	1
CC(=O)N1N=C(c2ccncc2)OC12CCCCC2	2	-6	-0.7	0.6	-11	3	1.6	1	0	-3
CCOc1ccccc1-c1nnc(SCC(=O)NC2CC3CCC2C3)n1CC (stereo not drawn)	1	-3	-0.3	-0.9	-3	1	-0.5	0	1	6
O=C(Oc1ccc[nH]c1=O)c1ccc(F)cc1	8	nt	-0.1	0.8	-3	-2	-0.9	2	-2	0
O=C(CCC(=O)c1ccc(Oc2ccccc2)cc1)Nc1cccc(Cl)c1Cl	7	-18	-0.9	-1.0	-13	-7	5.3	0	-3	2
COc1ccc(/C=C/C(=O)NC2CCN(Cc3ccccc3)CC2)cc1OC	1	-10	0.1	0.6	2	-3	-0.5	-1	-3	-16
O=C(CNC(=O)c1ccccc1F)NCCOc1ccccc1Cl	9	-3	-0.2	0.6	3	-6	-2.1	-2	-11	0
CCOc1ccc(C(CC(=O)O)n2cnnn2)cc1 (stereo not drawn)	1	-5	0.2	0.0	-1	14	-2.2	2	-4	-2
COc1ccc(N2CCN(C(=O)C3CCCN3S(=O)(=O)c3cccc4nsnc34)CC2)cc1 (stereo not drawn)	-1	-7	0.1	nt	-2	2	-0.5	1	-2	-35
Cc1cc(C)cc(NC(=O)c2nccnc2C(=O)O)c1	-4	-3	-0.4	0.2	-3	2	-1.6	-4	-2	6
Cc1cc2oc(=O)cc(C)c2c(=O)o1	5	-4	-0.9	4.0	-3	10	-1.3	-2	-4	-14
CCCN(C(=O)c1ccc(N2CCCC2=O)cc1)c1c(N)n(Cc2ccccc2)c(=O)[nH]c1=O	1	-6	-0.5	0.7	15	4	0.4	-2	-3	19
Cc1cc(SCNC(=O)c2ccccc2)nc(C(C)C)n1	4	-8	-0.5	0.8	-7	8	-0.7	3	4	5
O=[N+]([O-])c1ccc(N2CCN(S(=O)(=O)c3ccc4ccccc4c3)CC2)cc1NCC1CCCO1 (stereo not drawn)	-3	-11	-0.3	-0.1	-2	5	1.8	2	-3	-4
COc1cc(CN2C[C@@H](CO)O[C@@H](n3cnc4c(NC5CC5)ncnc43)C2)cc(OC)c1OC	5	nt	-0.3	-0.3	-14	7	-0.7	-4	-8	-6
CCOC(=O)C1=C(C)Nc2ccccc2N=C1NC(=O)c1ccc(Cl)c(S(=O)(=O)N2CCCC2)c1	4	11	-0.5	2.2	-4	-15	4.5	1	-4	0
CSCC[C@H](NC(=O)[C@H]1N2C(=O)c3ccccc3C2SC1(C)C)C(=O)NCc1ccncc1 (stereo partly drawn)	3	-7	-0.4	-0.8	2	7	-0.7	-1	-1	-2
CCOC(=O)c1c(N)sc(C(O)(C(F)(F)F)C(F)(F)F)c1-c1ccc(OC)cc1OC	0	-9	0.2	1.1	2	-7	1.9	-5	-2	-2
CCN(CC)S(=O)(=O)c1ccc(C(=O)NCc2n[nH]c(=S)n2Cc2ccccc2)cc1	-1	1	0.2	nt	-14	2	-1.9	1	2	4
CCOc1ccc2nc(NC(=O)CSCC(=O)Nc3cc(C)on3)sc2c1	5	-7	-0.2	-0.8	-2	-10	-0.1	1	-2	4
COc1cccc(C(=O)NCCS(=O)(=O)NCc2ccc(Cl)cc2)c1	2	4	-1.0	0.8	-3	10	0.0	0	-9	4
N#Cc1cc2c(nc1SC1CCCCC1O)CCCC2 (stereo not drawn)	1	-7	0.0	0.7	-7	-2	1.4	3	-2	-1
